Source: PubChem BioAssay (several laboratories)
PLCg1 inh – inhibitors of human phospholipase C gamma1; P19174; purified PLC-gamma1, fluorogenic substrate, fluorescence; 370,000 tested, 0.84% active; inhibition, % at 12.2 µM; in the data active = inhibition above about 9.5%
sPLA2-III inh – Blocks human group III sPLA2 activity; Q9NZ20; QFRET BODIPY PC-A2 liposome hydrolysis, fluorescence; inhibition, % at 12.2 µM; 370,000 tested, 0.56% active; AID 743126;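 active = inhibition above mean plus 3 SD of compounds lying within the high and low control bounds, cut at about 19% in these data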;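 also: 0% = median of test compound wells and 100% = no enzyme DMSO wells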
ASAP1 GAP inh – blocks human ASAP1-stimulated Arf1 GTP hydrolysis. inhibition, % at 16.5 µM. Q9ULH1. 360,000 tested, 0.19% active. GDP FP detection; in the data active = inhibition above about 25%;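 also: 0% = vehicle with enzyme and substrate and 100% = no enzyme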
DDE Tn7 FP inh – inhibitors of Tn7 peptide binding to human fibrin DD(E); inhibition, % at 8.3 µM; AID 720508; 370,000 tested, 0.13% active; P02675; FP displacement of FITC-Tn7 peptide from fibrin DD(E); 0% = median of compound wells per plate;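 active = inhibition above the mean of compounds falling within the control limits plus 3 SD of them, cut at about 14% in these data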;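 also: 0% = plate median of compound wells and 100% = 10 µM Aha-Tn7 peptide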
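system = human fibrin DD(E) protein | quantity = DD(E) 2 µM final | medium = Tris/NaCl/CaCl2 buffer, pH 7.8 | also added = labelled Tn7 tracer, 0.1 µM | compound dosing = single point at 8.3 µM | timing = compound with protein 10 min, then 3 h after probe, room temperature | signal = FP measurement | benchmarks = Aha-Tn7 high control | repeats = one replicate per compound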
NR1D1 modulator – modulates human Rev-erb alpha binding to DNA; P20393; 370,000 tested, 0.79% active; Rev-erbα–FITC-DNA binding, fluorescence polarization, 90 min; activity, % at 10 µM;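 active = activity above about 14%, limit read from the data; passing the limit was not always enough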;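 also: 0% = DMSO wells with 35 nM protein and 100% = DMSO wells with 750 nM protein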
Target sequence (P20393 whole entry, looked up): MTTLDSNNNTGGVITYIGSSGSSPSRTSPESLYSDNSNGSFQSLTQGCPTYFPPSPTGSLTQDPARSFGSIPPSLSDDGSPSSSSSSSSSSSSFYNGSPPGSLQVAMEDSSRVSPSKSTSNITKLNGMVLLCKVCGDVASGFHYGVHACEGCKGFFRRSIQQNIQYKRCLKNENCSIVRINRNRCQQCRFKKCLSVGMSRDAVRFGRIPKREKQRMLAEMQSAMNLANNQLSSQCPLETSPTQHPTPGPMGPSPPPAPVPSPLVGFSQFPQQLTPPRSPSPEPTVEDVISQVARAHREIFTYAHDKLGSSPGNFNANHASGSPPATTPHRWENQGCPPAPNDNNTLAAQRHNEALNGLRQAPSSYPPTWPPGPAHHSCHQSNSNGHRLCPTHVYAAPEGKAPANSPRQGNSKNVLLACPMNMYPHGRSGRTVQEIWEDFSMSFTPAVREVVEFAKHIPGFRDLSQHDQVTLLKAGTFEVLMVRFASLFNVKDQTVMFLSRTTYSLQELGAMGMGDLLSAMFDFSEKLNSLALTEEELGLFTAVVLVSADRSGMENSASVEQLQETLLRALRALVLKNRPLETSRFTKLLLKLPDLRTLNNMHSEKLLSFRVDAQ
ARFGAP1 inh – rat ARFGAP1 inhibition | Q62848 | Arfgap1-stimulated ARF1 GTP hydrolysis, GDP FP detection | inhibition, % at 16.5 µM | 360,000 tested, 0.26% active | AID 651572;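 active = inhibition above a per-plate limit, mean inhibition of low control wells plus 3 SD, cut at about 25% in these data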;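 also: 0% = DMSO wells with enzyme and 100% = wells lacking Arfgap1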
Target sequence (Q62848 1-136 limits assumed): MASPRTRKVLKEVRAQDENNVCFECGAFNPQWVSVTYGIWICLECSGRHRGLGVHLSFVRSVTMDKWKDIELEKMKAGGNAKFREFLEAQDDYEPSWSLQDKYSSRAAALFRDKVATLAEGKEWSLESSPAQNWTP
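Material – truncated rat Arfgap1 GAP domain · Buffer or medium – HEPES-based buffer, pH 7.5 · Reagent – human ARF1(Δ1-17)-GTP substrate · Dosing – 16.5 µM single point, 1.26% DMSO · Schedule – GTP hydrolysis reaction 2 h at 25 °C · Technique – GDP detection by fluorescence polarization · Benchmarks – No-Arfgap1 wells (100%) versus DMSO full-reaction wells (0%) · Repeats – single replicate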
PLC-beta3 inh – inhibitors of human phospholipase C beta3. Q01970. Purified PLC-beta3, fluorogenic substrate, fluorescence. inhibition, % at 12.2 µM. 370,000 tested, 0.18% active; in the data active = inhibition above about 11%;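 also: 0% = median of compound wells on plate and 100% = full blocker control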
UHRF1 MBD2 ctr – human UHRF1 methylated DNA binding inhibitors; UHRF1 binding to methylated oligo, TR-FRET; 370,000 tested, 0.75% active; Q96T88; inhibition, % at 4.4 µM; in the data active = inhibition above about 21%;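 also: UHRF1 SRA domain binding a hemimethylated CpG hairpin DNA probe; 0% = median of test compound wells and 100% = reference inhibitor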
Tn6 DDE FP – disrupts Tn6 cyclic peptide binding to fibrin D-Dimer-E complex. AID 720509. P02675. inhibition, % at 8.3 µM. 370,000 tested, 0.21% active. Fibrin DD(E) TRITC-Tn6 fluorescence polarization displacement;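 active = inhibition above a per-campaign cutoff: mean of compounds within control limits plus 3 SD, cut at about 15% in these data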;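 also: 0% = median of all compound wells on the plate and 100% = blocking peptide control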
KLK7 zymogen act – activators of human kallikrein-7 zymogen; P49862; purified proKLK7, EDANS-DABCYL substrate fluorescence; 100% is mature enzyme control, 0% vehicle; activation, % at 7 µM; 370,000 tested, 0.9% active;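 active = activation above the mean of all tested compounds plus 3 SD, computed per campaign excluding outliers beyond control limits, cut at about 13% in these data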
Target sequence (P49862 whole entry, looked up): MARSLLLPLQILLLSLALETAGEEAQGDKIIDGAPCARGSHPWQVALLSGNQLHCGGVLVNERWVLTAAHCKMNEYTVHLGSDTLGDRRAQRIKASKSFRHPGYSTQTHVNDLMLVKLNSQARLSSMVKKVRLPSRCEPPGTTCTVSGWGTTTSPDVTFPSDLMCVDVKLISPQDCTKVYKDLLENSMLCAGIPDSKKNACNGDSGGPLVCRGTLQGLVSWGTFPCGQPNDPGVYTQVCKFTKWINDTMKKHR
* hit, by the source's call; nt = no result given.

SMILES	PLCg1 inh	sPLA2-III inh	ASAP1 GAP inh	DDE Tn7 FP inh	NR1D1 modulator	ARFGAP1 inh	PLC-beta3 inh	UHRF1 MBD2 ctr	Tn6 DDE FP	KLK7 zymogen act
CN1CCN(NC(=O)c2ccc(Br)c(S(=O)(=O)N3CCOCC3)c2)CC1	2	2	-7	-9	-2	-13	2	0	9	-0.5
C1CCC2=NCCCN2CC1	2	1	-11	4	5	-3	4	-3	-8	0.1
O=C(C1c2ccccc2Oc2ccccc21)N1CCN(c2ccc(Cl)cc2)CC1	1	-4	3	-1	5	14	0	6	-1	0.1
COc1ccc2c(c1)c1ncn(CC3CCCO3)c(=O)c1n2C (configuration not stated)	-446	14	7	-2	2	-3	-425	1	-3	13*
CCCOc1ccc(Cn2c(C)nc([N+](=O)[O-])c2SCC(O)COC)cc1[N+](=O)[O-] (configuration not stated)	2	-7	7	0	4	-2	-2	-1	0	-0.3
C=CCNS(=O)(=O)c1ccc(OCC(=O)OCC)cc1	1	0	-5	-4	4	-14	2	0	-3	0.1
O=C(N[C@@H](Cc1cccnc1)C(=O)N1CCC[C@H]1C(=O)NC1CCCC1)c1ccccc1	0	2	0	10	1	-12	2	0	5	0.2
CCC(=O)Nc1ccc(S(=O)(=O)Nc2c(C)nc3nc[nH]n3c2=O)cc1	2	3	-10	4	0	-9	-3	-2	2	0.3
CCOC(=O)N1CCC(=NNc2nc(C)cc(=O)[nH]2)CC1	-7	8	7	-5	-2	5	-15	2	-4	-0.5
O=C(Oc1ccc(N(C(=O)c2ccncc2)S(=O)(=O)c2ccc(F)cc2)cc1)c1ccncc1	-1	-17	4	0	-6	6	0	-1	-2	0.6
COc1ccc(C(=O)OC(COc2ccccc2)Cn2ccnc2)cc1 (configuration not stated)	1	-19	-11	4	4	3	3	-2	2	-0.5
COc1ccc(/C=C2\SC(=S)N(CCCC(=O)Nc3cccc(C(=O)O)c3)C2=O)cc1OC	-2	-7	6	-9	4	5	-14	1	-1	0.1
CC(=O)c1cccc(NC(=O)C2CC(=O)N(CCc3ccccc3)C2)c1 (configuration not stated)	-1	-6	-4	5	-3	4	-1	-2	4	0.6
O=C(c1cc(-c2cccs2)nc2ccccc12)N1CCN(c2ccccc2O)CC1	-37	-16	15	-5	-1	3	-68	-3	-7	-1.7
Cc1occc1C(=O)Nc1cccc(S(=O)(=O)N2CCOCC2)c1	1	-2	-6	5	7	-9	-6	-2	7	0.6
CSc1sc(C)cc1C1C(C#N)=C(N)N(c2cccnc2)C2=C1C(=O)CC(C)(C)C2 (configuration not stated)	-11	-10	5	2	-2	1	-16	-9	5	0.5
COc1c2c(cc3oc(=O)ccc13)OC(C)(C)C=C2	-337	1	7	-3	3	7	-464	1	-12	4.0
Cc1ccc(C)c(C(=O)COC(=O)CN2C(=O)C3C4CCC(C4)C3C2=O)c1 (configuration not stated)	0	1	-1	1	-3	11	-10	1	-1	0.1
CCn1c(=O)cc(O)c2ccccc21	-3	2	0	-2	-3	0	-2	-1	4	-0.2
CC1CCN(C(=O)c2ncn(Cc3ccccc3)c2C(=O)N2CCC(C)CC2)CC1	4	9	-7	0	-3	7	-2	2	-6	-0.6
CCCCCCCCN1C(=O)[C@H](CC(=O)N2CCN(C(=O)OCC)CC2)C[C@@]2(C(=O)OC)CC(C)(C)CC=C12	2	-13	-2	2	-1	-6	-3	11	1	1.0
O=C1CSC(=S)N1N=Cc1cccc2ccccc12	-10	13	4	7	-4	-10	-21	-4	-2	-0.3
COC(=O)c1c(NC(=O)CN2CCN(c3ccccc3OC)CC2)c2c(C)cccc2n1C	-2	8	-8	8	-4	-2	-1	0	-2	-0.7
COc1cccc(CC(=O)OCC(=O)NNC(=O)c2ccc(Br)cc2)c1	-1	-24	1	-2	-3	-3	-8	-2	-6	0.6
O=C(CSc1ncccc1-c1nc2ccccc2[nH]1)Nc1ccc2c(c1)OCCO2	-24	-3	8	0	1	14	-24	1	-2	-0.4
Cc1c(N=Nc2c(-c3ccc([N+](=O)[O-])cc3)[nH]n(C(N)=S)c2=O)cccc1[N+](=O)[O-]	0	-3	1	3	-33	3	2	-5	4	0.3
CN1CCN(C(=O)c2cc3cc(Cl)ccc3[nH]2)CC1	-4	3	11	-1	1	-9	-9	1	2	0.6
c1ccc(-c2cnnc3ccccc23)cc1	-4	5	8	4	-3	-2	-3	-3	1	-0.7
O=C(COc1ccc2c(c1)oc(=O)c1ccccc12)N[C@@H](Cc1c[nH]c2ccccc12)C(=O)O	-26	-77	4	2	-1	-8	-34	0	0	-0.1
CN(C)S(=O)(=O)N1CCC(C(=O)O)(c2ccccc2)CC1	1	1	5	5	1	-1	2	1	-1	0.1
Cc1ccc(S(=O)(=O)/N=S(\C)C(C)C)cc1 (configuration not stated)	1	-6	14	-6	-2	2	2	-2	1	-0.7
Cc1csc2c(N3CCCCC3)ncnc12	-1	-9	-7	0	-1	2	-11	0	1	0.4
Cc1noc(C)c1CSCC(=O)NC1=NCCS1	1	-5	-13	3	1	5	-2	-2	4	0.4
Cc1ccc(C)c(NC(=O)c2ncn[nH]2)c1	1	-4	4	-8	-3	6	3	-4	8	-0.2
O=C(c1ccccc1F)N1CCN(c2ccc([N+](=O)[O-])c(N3CCOCC3)c2)CC1	1	0	-1	11	-9	2	0	-3	4	-0.1
CCOC(=O)C1CC2=C(CC(C)(C)CC2=O)N(CCOC)C1=O (configuration not stated)	-1	-9	6	2	2	8	1	-2	-2	0.7
Cc1ccc(-c2noc(CCC(=O)N3CCCC3)n2)cc1	8	6	12	2	3	9	-2	-1	0	0.4
O=C(CSc1nnc(-c2ccccc2)o1)OCc1ccccc1	7	-5	-2	3	1	-7	-7	2	1	-0.3
O=C(O)C1CCN(c2c([N+](=O)[O-])cc(C(F)(F)F)cc2[N+](=O)[O-])CC1	0	0	3	5	1	7	2	-4	7	-0.1
Cc1ccccc1C(=O)N1CCC(C(=O)NC2CCCCCC2)CC1	-2	10	-11	-5	-6	-10	-9	4	-1	-0.9
COc1ccc(NC(=O)C2CCN(S(=O)(=O)c3ccc4c(c3)CC(C)N4C(C)=O)CC2)c(OC)c1 (configuration not stated)	5	2	11	5	2	9	-1	0	0	-0.3
CCNC(=O)NC(=O)C(C)Oc1ccc(Br)cc1Br (configuration not stated)	-2	-2	12	-5	1	8	2	11	-2	0.3
CCCCc1ccc(C(=O)NC(C(=O)O)C(C)C)cc1 (configuration not stated)	5	-4	-8	-7	-5	11	2	0	7	-0.3
N=c1c2c(-c3ccccc3)c(-c3ccccc3)n(Cc3ccccc3)c2ncn1CCCn1ccnc1	-2	-27	-3	2	3	-2	-4	0	1	0.6
Cc1ccc(-c2ccc3nnc(SCC(=O)NCC4CCCO4)n3n2)cc1 (configuration not stated)	-35	9	2	-1	0	-2	-48	-1	-6	0.9
Cc1ccc(S(=O)(=O)NC(=S)NC2CCCCC2)cc1	3	14	7	-3	-9	-2	-5	-4	3	-0.6
Cn1cc(CN2CCN(CCc3ccccc3)C(CCO)C2)cn1 (configuration not stated)	0	-4	5	-3	-7	0	1	0	1	0.3
CCOc1ccc(-c2nc(S(=O)(=O)c3ccccc3)c(N3CCC(C(N)=O)CC3)o2)cc1	-1	1	1	3	2	14	-7	0	-9	-0.1
O=C(CCCCN1CCCCC1)c1ccc2c(c1)Cc1ccccc1-2	-1	-9	-8	3	0	2	2	-13	3	0.2
CCn1c(C)c(P(c2ccccc2)c2ccccc2)[n+]2ccccc12	4	2	-1	1	2	-1	3	0	0	-0.2
COc1cccc(CNC(=O)CCCC(=O)Nc2cccc([N+](=O)[O-])c2)c1	-1	6	7	8	-4	-1	-6	5	4	-0.1
COc1ccc(-c2cn(Cc3ccc([N+](=O)[O-])cc3)nn2)cc1	1	-2	9	0	3	8	2	-1	0	0.4
Cn1c(=O)c2c(nc(N3CCCCCC3)n2CC(O)COc2ccc(Cl)cc2)n(C)c1=O (configuration not stated)	0	4	6	4	-4	-1	1	2	2	-0.1
COC(=O)c1ccc(NC(=O)Cn2nc(-c3ccncc3)nc2SCC(=O)Nc2nccs2)cc1	-6	-3	-8	0	-2	8	-6	-3	5	0.5
COc1ccc(S(=O)(=O)N(C)c2ccc(OCC(=O)Nc3cc(C)on3)cc2)cc1	2	-6	-2	-5	0	7	-1	-2	-18	0.1
C=CCNC(=O)COC(=O)c1ccc(C)c(NC(=O)c2ccco2)c1	0	1	5	-2	-1	8	0	0	1	-0.2
COc1ccc(NC(=O)CSc2nnc(CN3CCOCC3)n2C)cc1Cl	1	-7	-5	6	-2	10	-7	-1	1	0.0
CC(C)CCNC(=O)C1CCN(Cc2cccc(OCc3ccccc3)c2)CC1	4	-11	0	-3	3	6	-6	0	5	-0.3
COC(=O)C1CC(O)CN1C(=O)Nc1ccccc1 (configuration not stated)	3	1	0	-6	-5	7	4	-1	2	-0.9
COc1cc(-c2c(C(=O)c3ccccc3)[nH]c(N)c2C(N)=O)ccc1O	4	15	nt	-2	4	nt	-4	2	-2	nt

An excerpt from above in order of length of the SMILES, falling:
SMILES	PLCg1 inh	sPLA2-III inh	ASAP1 GAP inh	DDE Tn7 FP inh	NR1D1 modulator	ARFGAP1 inh	PLC-beta3 inh	UHRF1 MBD2 ctr	Tn6 DDE FP	KLK7 zymogen act
C=CCNC(=O)COC(=O)c1ccc(C)c(NC(=O)c2ccco2)c1	0	1	5	-2	-1	8	0	0	1	-0.2
Cc1ccc(S(=O)(=O)NC(=S)NC2CCCCC2)cc1	3	14	7	-3	-9	-2	-5	-4	3	-0.6
Cc1ccc(S(=O)(=O)/N=S(\C)C(C)C)cc1 (configuration not stated)	1	-6	14	-6	-2	2	2	-2	1	-0.7

Remaining list, next part
SMILES	PLCg1 inh	sPLA2-III inh	ASAP1 GAP inh	DDE Tn7 FP inh	NR1D1 modulator	ARFGAP1 inh	PLC-beta3 inh	UHRF1 MBD2 ctr	Tn6 DDE FP	KLK7 zymogen act
CC(C)CCN1NC2(CCC(C)CC2)NC1=S (configuration not stated)	1	17	-8	1	7	13	-8	3	-1	-0.1
CCOc1ccccc1NC(=O)C(=O)N/N=C/c1ccc([N+](=O)[O-])cc1	0	0	6	3	-5	2	-4	1	0	-0.1
O=C(CSc1ncnc2c1nnn2Cc1ccc(F)cc1)NC1CCCCC1	-1	2	7	3	-7	-3	-6	-4	3	-0.1
COc1ccc(/C=N/Nc2ncc(C(F)(F)F)cc2Cl)c(OC)c1OC	-10	-1	-1	4	-1	-1	-12	-1	-3	-0.2
O=C(CSc1nccc(=O)[nH]1)NC1CCCCCCC1	5	5	5	4	6	4	-7	-1	-3	0.3
Cc1ccccc1N(CC(=O)NC1CCCCC1)C(=O)CCC(=O)Nc1nccs1	-1	0	2	5	-7	-10	-5	2	-2	0.0
CC(C)CN1C(=O)C[C@]2(C(=O)N(C)c3ccc(NS(=O)(=O)C4CCCCC4)cc32)C1c1ccccc1 (some centres not stated)	-2	2	nt	-7	-5	nt	-3	0	0	0.2
